From PubChem BioAssay
Shiga inhibitor: A qHTS for Small Molecule Inhibitors of Shiga Toxin; Vero cells, Shiga toxin protein synthesis inhibition reporter; inhibition, % at 38.7 µM; 290,000 compounds, 9.2% hits; AID 2315, 2010; in the data active = inhibition mostly above about 28%, no sharp cut-off; inactive = mostly below about 43%; also: 0% is about no effect
Pf growth 96h: Primary qHTS for delayed death inhibitors of the malarial parasite plastid, 96 hour incubation | AID 504834, 2011 | Potency, µM (titrated, usually from 28.7 µM), for the others: top-dose activity change, negative = inhibition, actives largely listed as inhibitors | 320,000 compounds, 6.9% hits | P. falciparum luciferase reporter growth, 96 h; also: potency is read from the fitted curve at half-maximal effect; % is scaled to controls: 0 for no effect and ±100 for the full control effect
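P. falciparum expressing integrated firefly luciferase, in erythrocytes at 2% hematocrit, 0.05% parasitemia, incubated with compounds 96 h at 37 C, 5% CO2. Growth inhibition read as loss of luminescence; two-generation exposure targets delayed-death apicoplast inhibitors.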
HCV inhibitor: qHTS Assay for Inhibitors of Hepatitis C Virus (HCV). Huh7.5.1 HCVcc-Cre infection, luciferase reporter, 44 h. AID 651820, 2012. Potency, µM (series often up to 41.8 µM), for inactives: top-dose activity change, negative = inhibition, most hits filed as inhibitors. 340,000 compounds, 3.4% hits; also: potency is read from the fitted curve at half-maximal effect; % is scaled to controls: 0 for no effect and ±100 for the full control effect
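Infectious HCVcc-Cre (~0.5 moi) was added to cells just after compound, with cells seeded 4 h earlier at 1,000 per well. Luciferase activity after 44 h culture reported infection; substrate was incubated 15 min at room temperature before reading.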
FBPA Giardia inh: qHTS Assay for Inhibitors of Fructose-1,6-bisphosphate Aldolase from Giardia Lamblia; A8B2U2; purified Giardia FBPA; Potency, µM (highest dose often 59.6 µM), without a hit: top-dose activity, negative = inhibition, hits mostly inhibitors; 290,000 compounds, 0.71% hits; also: potency is read from the fitted curve at half-maximal effect; % is scaled to controls: 0 for no effect and ±100 for the full control effect; nearly all actives have a fitted effect of over 55% in size
Target sequence (A8B2U2 whole entry, looked up): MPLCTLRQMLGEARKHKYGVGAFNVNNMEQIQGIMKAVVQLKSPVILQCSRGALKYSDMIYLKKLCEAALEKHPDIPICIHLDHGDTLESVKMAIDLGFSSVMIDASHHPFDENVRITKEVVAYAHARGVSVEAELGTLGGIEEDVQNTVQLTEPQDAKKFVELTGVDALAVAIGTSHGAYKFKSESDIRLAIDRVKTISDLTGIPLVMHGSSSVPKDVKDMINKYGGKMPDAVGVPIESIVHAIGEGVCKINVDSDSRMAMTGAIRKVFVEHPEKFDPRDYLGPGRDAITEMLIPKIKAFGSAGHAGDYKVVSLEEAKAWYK
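40 nM FBPA preincubated 10 min at RT with compound (up to 57.5 uM final), then substrate plus GAPDH/TPI/NAD/arsenate coupling and diaphorase/resazurin added. Fluorescence read after 20 min at RT, 525/598 nm.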
Pf growth 48h: Primary qHTS for delayed death inhibitors of the malarial parasite plastid, 48 hour incubation; P. falciparum luciferase growth in erythrocytes, 48 h; Potency, µM (doses to about 28.7 µM), without a hit: at the top dose activity change, negative = inhibition, actives largely listed as inhibitors; 310,000 compounds, 5.9% hits; also: potency is read from the fitted curve at half-maximal effect; % is scaled to controls: 0 for no effect and ±100 for the full control effect
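Erythrocytes infected with P. falciparum carrying an integrated firefly luciferase reporter (2% hematocrit, 0.1% parasitemia final) were exposed to compounds in RPMI 1640 with 0.5% Albumax at 37 C, 5% CO2. Growth inhibition was scored as reduced luminescence.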
CHX counter: Cycloheximide Counterscreen for Small Molecule Inhibitors of Shiga Toxin. cell reporter, cycloheximide protein synthesis inhibition counterscreen. max response, %. 300,000 compounds, 12% hits; in the data active = max response mostly above about 13%, no sharp cut-off; inactive = mostly below about 14%; also: read at 38.3 µM for the half of the compounds with a filed dose; 0% is about no effect
* marks the source's active call; other numbers are inactive results; [ ] = dose if it differs, or a comment. Unless noted, calls follow the shape of the dose curve; as a rule, active = well fitted curve in the direction sought with a large enough effect; inconclusive = small, poorly fitted or top-dose-only effect, or another doubt; inactive = no such curve, though single readings can be large; an effect the other way counts as inactive or inconclusive.

Results for COc1ccc(Nc2nc(-c3cccs3)cs2)cc1 ?
Shiga inhibitor: 42*; Pf growth 96h: 0.52µM*; HCV inhibitor: -19%; FBPA Giardia inh: -13%; Pf growth 48h: 316%[activator]; CHX counter: 41*

How did CCOC(=O)C1CCN(C(=O)CCS(=O)(=O)c2ccc3c(c2)CC(C)N3C(=O)CC)CC1 (stereo unspecified) do in these assays?
Shiga inhibitor: -6; Pf growth 96h: inconclusive; HCV inhibitor: 5%; FBPA Giardia inh: 3%; Pf growth 48h: -10%; CHX counter: -8

How did CCCN(CC(=O)Nc1ccccc1OC)C(=O)CC1CCCC1 do in these assays?
Pf growth 96h: -7%; HCV inhibitor: -4%; Pf growth 48h: inconclusive

What do the screens show for `Cc1ccc(-n2c(N)cc(=O)nc2SCC(=O)NC2CCCCC2)cc1C`?
Shiga inhibitor: -8; Pf growth 96h: -1%; HCV inhibitor: 4%; FBPA Giardia inh: -6%; Pf growth 48h: inconclusive; CHX counter: 1

Results for O=C(c1cc(Br)ccc1Cl)N1CCC2(CC1)OCCO2 ?
Shiga inhibitor: -4; Pf growth 96h: -8%; HCV inhibitor: 18%; FBPA Giardia inh: 1%; Pf growth 48h: 13%; CHX counter: -2

Results for O=C(Nc1nnc(C2=COCCO2)o1)c1ccc(Cc2ccccc2)cc1 ?
Shiga inhibitor: -11; Pf growth 96h: 38%[activator]; HCV inhibitor: 10%; FBPA Giardia inh: 18µM*; Pf growth 48h: 13%; CHX counter: -2

Results for Cc1ccc(F)cc1NC(=O)CN1C(=O)NC(C)(c2ccc3c(c2)OCCO3)C1=O (stereo unspecified) ?
Pf growth 96h: inconclusive; HCV inhibitor: 2%; Pf growth 48h: inconclusive

What do the screens show for `CC(=O)N(C)c1cccc([N+](=O)[O-])c1`?
Shiga inhibitor: -14; Pf growth 96h: -6%; HCV inhibitor: 1%; FBPA Giardia inh: 0%; Pf growth 48h: 6%; CHX counter: -3

Results for COc1cc(-c2c(C(C)=O)c(C)nc3c2C(=O)c2ccccc2-3)cc(OC)c1OC ?
Shiga inhibitor: -6; Pf growth 96h: 4%; HCV inhibitor: 2%; FBPA Giardia inh: 1%; Pf growth 48h: 9%; CHX counter: -2

What do the screens show for `CCOc1ccc(NC(=O)CN(C)C(=O)CCNC(=O)c2ccccc2Cl)cc1OCC`?
Pf growth 96h: 7%; HCV inhibitor: 2%; Pf growth 48h: -20%

What do the screens show for `c1ccc(Nc2ncnc3[nH]ncc23)cc1`?
Shiga inhibitor: 2; Pf growth 96h: -5%; HCV inhibitor: -16%; FBPA Giardia inh: -3%; Pf growth 48h: 15%; CHX counter: -1

How did Cc1ccc(NC(=S)N2CCC(NC(=O)c3ccc(C)cc3)CC2)cc1 do in these assays?
Shiga inhibitor: 12; Pf growth 96h: -16%; HCV inhibitor: -6%; FBPA Giardia inh: -6%; Pf growth 48h: -15%; CHX counter: 8

What do the screens show for `CS(=O)(=O)N1CCN(c2ccc(NC(=O)Cc3ccccc3)cc2)CC1`?
Shiga inhibitor: 44; Pf growth 96h: -17%; HCV inhibitor: -1%; FBPA Giardia inh: -4%; CHX counter: 22

How did COc1cc(OC)c(OC)cc1/C=C1\SC(N2CCCCC2)=NC1=O do in these assays?
Shiga inhibitor: 13; Pf growth 96h: inconclusive; HCV inhibitor: -9%; FBPA Giardia inh: 1%; Pf growth 48h: inconclusive; CHX counter: 6

How did Cc1ccc(C(=O)n2c(N)nc3ccccc32)cc1 do in these assays?
Shiga inhibitor: -21; Pf growth 96h: 52%[activator]; HCV inhibitor: 3%; FBPA Giardia inh: 0%; Pf growth 48h: -61%; CHX counter: 4

How did CC1(C)CC(=O)c2cc(C(=O)NC3CCSC3=O)c(=O)n(-c3ccc(Cl)cc3)c2C1 (stereo unspecified) do in these assays?
Shiga inhibitor: 9; Pf growth 96h: 2%; HCV inhibitor: 2%; FBPA Giardia inh: 6%; Pf growth 48h: -14%; CHX counter: -6

Results for Fc1ccc(C(OCCN2CCN(CCCc3ccccc3)CC2)c2ccc(F)cc2)cc1 ?
Pf growth 96h: -101%; FBPA Giardia inh: -6%; Pf growth 48h: 12µM*

What do the screens show for `Cc1cc(N)c(C)c([N+](=O)[O-])c1C`?
Shiga inhibitor: -10; Pf growth 96h: -25%; HCV inhibitor: 35%[activator]; FBPA Giardia inh: -23%; Pf growth 48h: 18%; CHX counter: 2

What do the screens show for `COCCn1c(=S)[nH]c2cc(OC)c(OC)cc2c1=O`?
Shiga inhibitor: 2; Pf growth 96h: inconclusive; HCV inhibitor: -9%; FBPA Giardia inh: -23%; Pf growth 48h: -14%; CHX counter: -2

How did COC(=O)c1cc(NC(=O)CN2CCC(C(N)=O)(N3CCCCC3)CC2)cc(C(=O)OC)c1 do in these assays?
Shiga inhibitor: 25; HCV inhibitor: 12%; FBPA Giardia inh: 2%; Pf growth 48h: -25%; CHX counter: -1

What do the screens show for `COC(=O)c1c(-c2ccc(Br)cc2)noc1N`?
Shiga inhibitor: 18; Pf growth 96h: inconclusive; HCV inhibitor: 5%; FBPA Giardia inh: 3%; CHX counter: 15

What do the screens show for `Clc1ccc(Cl)c(OCCCCNCc2ccccc2)c1`?
Shiga inhibitor: -17; Pf growth 96h: 14%; HCV inhibitor: 1%; FBPA Giardia inh: -25%; Pf growth 48h: 12%; CHX counter: -5

What do the screens show for `O=c1[nH]cnc2onc(-c3ccc(F)cc3)c12`?
Shiga inhibitor: 14; Pf growth 96h: inconclusive; HCV inhibitor: 18%; FBPA Giardia inh: 4%; CHX counter: -7

How did O=C(c1ccc(F)cc1)N1CCC(C(=O)N(Cc2ccccc2)c2ccccc2)CC1 do in these assays?
Pf growth 96h: inconclusive; HCV inhibitor: inconclusive; Pf growth 48h: inconclusive

Results for Cc1ccc(N(CC2CO2)S(=O)(=O)c2ccccc2[N+](=O)[O-])cc1 (stereo unspecified) ?
Shiga inhibitor: -5; Pf growth 96h: 32%[activator]; HCV inhibitor: 7%; Pf growth 48h: 15%; CHX counter: -2

How did CSCC(C)N1CCC(CO)(CCc2ccccc2)CC1 (stereo unspecified) do in these assays?
Shiga inhibitor: 18; Pf growth 96h: 188%[activator]; HCV inhibitor: 10%; FBPA Giardia inh: -1%; Pf growth 48h: inconclusive; CHX counter: 7

Results for COC(=O)c1ccccc1Oc1cnc2ccccc2n1 ?
Shiga inhibitor: -4; Pf growth 96h: 4%; HCV inhibitor: 33%[activator]; FBPA Giardia inh: -2%; Pf growth 48h: 0%; CHX counter: -6

How did COc1ccccc1-n1c(SCC(=O)NC(C)(C)C)nc(O)c(Cc2ccccc2)c1=O do in these assays?
Shiga inhibitor: 13; Pf growth 96h: -8%; HCV inhibitor: 33%[activator]; FBPA Giardia inh: 3%; Pf growth 48h: -4%; CHX counter: -5

How did CC1(C)CC(OC(=O)c2ccco2)CC(C)(C)N1O do in these assays?
Shiga inhibitor: -3; Pf growth 96h: 49%[activator]; HCV inhibitor: 11%; FBPA Giardia inh: -15%; Pf growth 48h: 17%; CHX counter: -2

What do the screens show for `O=C1c2ccccc2CCC12N=NCC2c1ccc(Cl)cc1` (stereo unspecified)?
Shiga inhibitor: -1; Pf growth 96h: inconclusive; HCV inhibitor: -17%; FBPA Giardia inh: -2%; Pf growth 48h: 10µM*; CHX counter: -2

How did Cc1ccc(CN2CCN(/N=C/c3ccc(N(C)C)cc3)CC2)cc1 do in these assays?
Shiga inhibitor: 4; Pf growth 96h: 0%; HCV inhibitor: 9%; FBPA Giardia inh: -1%; Pf growth 48h: -3%; CHX counter: 0

How did N/C(=N\OC(=O)c1ccc(Cl)cc1)c1nonc1N do in these assays?
Shiga inhibitor: 78*; Pf growth 96h: 43%[activator]; HCV inhibitor: 3%; FBPA Giardia inh: -2%; Pf growth 48h: 37%[activator]; CHX counter: 44*

What do the screens show for `Cc1cc(N2C(=O)C(=O)/C(=C(/O)c3ccc(F)cc3)C2c2ccc(F)cc2)no1` (stereo unspecified)?
Shiga inhibitor: -5; Pf growth 96h: 0.83µM*; HCV inhibitor: 16%; FBPA Giardia inh: 20%; Pf growth 48h: 15%; CHX counter: -2

What do the screens show for `NC(=O)c1ccc(NC(=O)COC(=O)CCN=C2NS(=O)(=O)c3ccccc32)cc1`?
Pf growth 96h: -20%; HCV inhibitor: 17%; Pf growth 48h: -5%

How did C#CCOCCOCCOCCNc1nc(N2CCOCC2)nc(N2CCN(C(=O)[C@H](CCCCN)n3cc([C@@H](N)CC(C)C)nn3)CC2)n1 do in these assays?
Shiga inhibitor: -19; Pf growth 96h: 32%[activator]; HCV inhibitor: 9%; FBPA Giardia inh: 1%; Pf growth 48h: 44%[activator]; CHX counter: -2

How did CC1CN(CCOc2ccc(F)cc2)CC(C)O1 (stereo unspecified) do in these assays?
Pf growth 96h: -4%; HCV inhibitor: 4%; FBPA Giardia inh: inconclusive; Pf growth 48h: -9%; CHX counter: -3

Results for CCC(=O)N(Cc1cccs1)C1CCOC(C)(C)C1 (stereo unspecified) ?
Shiga inhibitor: -5; Pf growth 96h: 26%; HCV inhibitor: 23%; FBPA Giardia inh: 11%; Pf growth 48h: inconclusive; CHX counter: -3

What do the screens show for `O=C(c1coc2ccc(O)c(CN3CCOCC3)c12)C1CC1`?
Shiga inhibitor: -5; Pf growth 96h: 11%; HCV inhibitor: -3%; FBPA Giardia inh: -12%; Pf growth 48h: 15%; CHX counter: -1

Results for COc1ccc(S(=O)(=O)N2CCC(C(=O)N3CCOCC3)CC2)cc1Cl ?
Shiga inhibitor: -8; Pf growth 96h: 28%; HCV inhibitor: 7%; FBPA Giardia inh: 5%; Pf growth 48h: -3%; CHX counter: -1

Among those listed so far, six contain fluorine.
Results for Cc1ccc(F)cc1NC(=O)CN1C(=O)NC(C)(c2ccc3c(c2)OCCO3)C1=O (stereo unspecified) ?
Pf growth 96h: inconclusive; HCV inhibitor: 2%; Pf growth 48h: inconclusive

Results for Fc1ccc(C(OCCN2CCN(CCCc3ccccc3)CC2)c2ccc(F)cc2)cc1 ?
Pf growth 96h: -101%; FBPA Giardia inh: -6%; Pf growth 48h: 12µM*

What do the screens show for `O=c1[nH]cnc2onc(-c3ccc(F)cc3)c12`?
Shiga inhibitor: 14; Pf growth 96h: inconclusive; HCV inhibitor: 18%; FBPA Giardia inh: 4%; CHX counter: -7

How did O=C(c1ccc(F)cc1)N1CCC(C(=O)N(Cc2ccccc2)c2ccccc2)CC1 do in these assays?
Pf growth 96h: inconclusive; HCV inhibitor: inconclusive; Pf growth 48h: inconclusive

What do the screens show for `Cc1cc(N2C(=O)C(=O)/C(=C(/O)c3ccc(F)cc3)C2c2ccc(F)cc2)no1` (stereo unspecified)?
Shiga inhibitor: -5; Pf growth 96h: 0.83µM*; HCV inhibitor: 16%; FBPA Giardia inh: 20%; Pf growth 48h: 15%; CHX counter: -2

How did CC1CN(CCOc2ccc(F)cc2)CC(C)O1 (stereo unspecified) do in these assays?
Pf growth 96h: -4%; HCV inhibitor: 4%; FBPA Giardia inh: inconclusive; Pf growth 48h: -9%; CHX counter: -3
